# DNMT1 block: blocks human DNA methyltransferase DNMT1; AID 588458; hit rate 0.83% among 360,000; inhibition (reported as % activation of signal), % at 10 µM; DNMT1 molecular beacon, Hinp1I cleavage, fluorescence; P26358; in the data active = inhibition above about 50%
# MT1-MMP act inh: MT1-MMP (human) activation inhibition; P50281; HT1080 RFP-PRO-GFP cells, GFP/RFP ratio fluorescence, overnight; percent of plate control window, DMSO zero; GFP/RFP ratio change, % at 20 µM; hit rate 0.061% among 360,000;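 active = GFP/RFP ratio change of at least 30% with cell ATP level not reduced by more than half and red fluorescence within 50% of control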; also: strong numbers were not always called active
#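 Assay system: HT1080 RFP-PRO-GFP cells | Dosing: 20 µM single dose, 1% DMSO | Incubation: Cells overnight before dosing, compound overnight, 37 °C, 5% CO2 | Evaluation: GFP/RFP fluorescence ratio | Control set: DMSO-only wells and HT1080 RFP-L50D-GFP cell wells as references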
# STEP block: STEP (human) phosphatase inhibition. recombinant STEP, OMFP fluorogenic substrate, fluorescence. inhibition, % at 20 µM. hit rate 0.25% among 360,000;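 active = inhibition at 20 µM, scaled per plate between control wells, above about 37%, limit read from the data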;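 also: 0% = DMSO with enzyme and substrate and 100% = substrate only without enzyme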
#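 material = STEP tyrosine phosphatase | reagent = fluorogenic phosphatase substrate OMFP at 25 µM final | doses = single compound dose of 20 µM, 1% DMSO final | schedule = 20 min reaction, room temperature, in the dark | measured by = fluorescence, 480/540 nm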
# LMPTP inh: blocks human LMPTP phosphatase; inhibition, % at 20 µM; hit rate 0.22% among 360,000; recombinant LMPTP-A, OMFP fluorogenic substrate, fluorescence intensity; P24666;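 active = compounds that cut the enzyme signal by at least half of the control window in the single-dose screen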;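 also: plate controls were DMSO wells with enzyme plus substrate for no effect and substrate without enzyme for full effect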
# Target sequence (P24666 whole entry, looked up): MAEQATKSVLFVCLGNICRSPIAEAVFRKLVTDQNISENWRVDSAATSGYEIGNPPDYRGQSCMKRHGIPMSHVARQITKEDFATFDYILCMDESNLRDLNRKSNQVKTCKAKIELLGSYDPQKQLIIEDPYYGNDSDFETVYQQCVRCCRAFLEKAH
#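 test system = LMPTP-A | amount = 0.625 nM LMPTP-A final | reagent = fluorogenic phosphatase substrate OMFP at 400 µM final | incubation = 50 min at room temperature | benchmarks = no-enzyme low control, uninhibited high control | medium = Bis-Tris pH 6.0, DTT, detergent | signal = fluorescence intensity of OMFP turnover product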
# NadD inh: blocks S. aureus nicotinate mononucleotide adenylyltransferase. inhibition, % at 20 µM. purified NadD enzyme, colorimetric absorbance read-out. hit rate 0.78% among 360,000; in the data active = inhibition above about 26%; also: some compounds past the cut are filed as inactive
# SKN-1 inh: C. elegans SKN-1 inhibition | C. elegans VP596 Pgst-4::GFP/RFP ratio, acrylamide-induced, 24 h | inhibition, % at 21.8 µM | hit rate 0.49% among 360,000 | AID 624304;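 active = interference check ratio from 0.5 to 1.5 plus GFP to RFP signal ratio inhibition reaching or exceeding a fixed threshold, cut at about 30% in these data, passing the limit was not always enough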; also: some compounds called inactive have numbers as strong as hits
# CendR NRP1 mod: alters CendR peptide binding to human NRP-1; O14786; FAM-RPARPAR peptide binding to NRP-1, fluorescence polarization; inhibition, % at 25 µM; hit rate 0.85% among 360,000; AID 602438;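 active = inhibition or corrected inhibition above about 18%, plus a signal ratio from 0.5 to 1.5, limit read from the data, passing the limit was not always enough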; also: strong numbers were not always called active
# Scp1 inh: Scp-1 (human) phosphatase inhibition | Q9GZU7 | Recombinant Scp1, phosphopeptide, malachite green phosphate absorbance | inhibition, % at 20 µM | hit rate 0.88% among 340,000 | AID 493091;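 active = inhibition above about 50% at 20 µM, limit read from the data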;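 also: plate controls were DMSO wells with enzyme for no effect and wells lacking enzyme for full effect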
# Target sequence (Q9GZU7 76-261 limits assumed): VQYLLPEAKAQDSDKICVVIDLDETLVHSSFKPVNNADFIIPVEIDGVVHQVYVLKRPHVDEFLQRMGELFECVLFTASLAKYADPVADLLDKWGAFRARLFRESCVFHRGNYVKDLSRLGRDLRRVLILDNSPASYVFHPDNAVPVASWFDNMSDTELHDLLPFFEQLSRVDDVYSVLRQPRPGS
#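 assay system = SCP-1 phosphatase catalytic domain, residues 76-261 | buffer or medium = 50 mM Tris acetate pH 5.5, 0.005% Tween-20, 10 mM MgCl2 | incubation = enzyme reaction 45 min at room temperature, colour 5 min, stabilisation 30 min | signal = Phosphate-binding colour reagent, absorbance read at 630 nm | measure = % inhibition at 20 µM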
# Rpn11 inh: blocks the human proteasome subunit Rpn11; AID 588493; calls only at 20 µM; human 26S proteasome, Ub4-pepOG fluorescence polarization; 20S core pre-blocked with epoxomicin; hit rate 0.59% among 360,000; O00487;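 active = inhibition at 20 µM, scaled to each plate's controls, above about 33%, limit read from the data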
# Target sequence (O00487 whole entry, looked up): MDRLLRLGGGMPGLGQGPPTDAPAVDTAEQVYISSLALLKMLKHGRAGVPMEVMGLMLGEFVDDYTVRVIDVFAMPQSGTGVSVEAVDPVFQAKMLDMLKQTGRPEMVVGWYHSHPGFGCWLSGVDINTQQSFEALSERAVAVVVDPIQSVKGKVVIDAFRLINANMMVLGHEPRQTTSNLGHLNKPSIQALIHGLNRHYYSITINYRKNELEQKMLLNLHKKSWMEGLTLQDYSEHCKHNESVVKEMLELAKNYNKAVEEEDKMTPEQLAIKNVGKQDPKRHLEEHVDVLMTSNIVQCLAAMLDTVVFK
# SUMO1-SIM PPI: SUMO1-SIM interaction modulation; P63165; hit rate 0.33% among 360,000; SUMO1 binding to a labelled peptide, TR-FRET, 1 h; inhibition, % at 20 µM; in the data active = inhibition above about 37%
# Target sequence (P63165 whole entry, looked up): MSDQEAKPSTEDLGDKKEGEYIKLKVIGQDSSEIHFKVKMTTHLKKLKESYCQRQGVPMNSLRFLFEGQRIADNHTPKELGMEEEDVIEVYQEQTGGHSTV
# An asterisk follows results filed as active; i = inactive; x = not tested or not shown. The list is partial; count on the stated rates, not on these rows.
SMILES,DNMT1 block,MT1-MMP act inh,STEP block,LMPTP inh,NadD inh,SKN-1 inh,CendR NRP1 mod,Scp1 inh,Rpn11 inh,SUMO1-SIM PPI
CCOC(=O)C1=Nc2ccccc2/C1=C\c1c(O)n(C)c(=O)n(C)c1=O,-7.4,0.2,-0.1,0.4,-4.2,16.5,-14.0,4.5,i,-6.8
CC(=O)OC1CC(OC2C(O)CC(OC3C(O)CC(OC4CCC5(C)C(CCC6C5CCC5(C)C(C7=CC(=O)OC7)CCC65O)C4)OC3C)OC2C)OC(C)C1OC1OC(CO)C(O)C(O)C1O (stereo not given),-3.1,-51.7,0.1,-2.5,-11.5,19.8,4.8,7.1,i,-2.6
O=C(CCc1ccccc1)N1Cc2cc(-c3ccccc3)ccc2-n2nncc2C1,-12.1,-3.2,0.0,0.9,2.9,14.5,19.2,x,i,6.7
COCCNC(=O)CN1C(=O)CN=C(c2ccccc2)c2ccccc21,2.5,3.6,-2.3,0.4,-6.1,1.2,-13.4,-5.2,i,1.2
COC(=O)C1=C(c2ccc(F)cc2OCc2ccccc2)C[C@@H]2CC[C@H]1N2C(=O)NCCOc1ccccc1,-7.6,-3.6,2.2,6.0,-2.1,3.3,21.2,-5.8,i,7.0
CC(=O)c1c(C)[nH]c(C(=O)N2CCC3(CC2)OCCO3)c1C,5.0,-0.6,-3.8,-1.4,1.3,-12.7,-0.3,-4.8,i,-1.9
CC/C(=N\N1CCCCC1)c1c(O)[nH]c(=O)[nH]c1=O,0.6,1.9,-1.0,-0.5,-8.5,-3.3,13.4,-5.1,i,6.6
CC(=O)O/C(=C1\CC2C3CC=C4CC(OC(C)=O)CCC4(C)C3CCC2(C)C1=O)C(F)(F)F (stereo not given),14.9,1.5,2.1,-0.2,0.2,-10.4,12.8,-7.6,i,11.8
C=CCn1c(O)c(/C(C)=N/N2CCCCCC2)c(=O)[nH]c1=O,-2.2,4.2,-2.0,-0.2,-4.3,-1.5,-6.1,-8.9,i,-0.2
Cc1cccc(-c2nc3ccccc3c(=O)n2-n2cccc2)c1,0.6,-2.8,-1.9,0.2,-0.6,9.5,-7.1,-2.2,i,-5.3
O=C(CF)NC(NC(=S)Nc1ccccc1O)C(Cl)(Cl)Cl (stereo not given),2.5,-4.5,0.1,-2.0,6.1,5.6,1.2,6.4,i,-5.7
CCOC(=O)C(O)(c1ccc(N(CC)S(=O)(=O)c2ccc(C)cc2)cc1)C(F)(F)F (stereo not given),-4.7,-5.9,-3.8,2.0,-12.3,10.6,-4.1,-2.8,i,2.0

# An excerpt of these results, with two lines to a compound:
# Second line of a record – DNMT1 block, MT1-MMP act inh, STEP block, LMPTP inh, NadD inh, SKN-1 inh, CendR NRP1 mod, Scp1 inh, Rpn11 inh, SUMO1-SIM PPI
COCCNC(=O)CN1C(=O)CN=C(c2ccccc2)c2ccccc21
  2.5, 3.6, -2.3, 0.4, -6.1, 1.2, -13.4, -5.2, i, 1.2
COC(=O)C1=C(c2ccc(F)cc2OCc2ccccc2)C[C@@H]2CC[C@H]1N2C(=O)NCCOc1ccccc1
  -7.6, -3.6, 2.2, 6.0, -2.1, 3.3, 21.2, -5.8, i, 7.0

# Some of the entries above, reformatted:
structure | DNMT1 block | MT1-MMP act inh | STEP block | LMPTP inh | NadD inh | SKN-1 inh | CendR NRP1 mod | Scp1 inh | Rpn11 inh | SUMO1-SIM PPI
O=C(CF)NC(NC(=S)Nc1ccccc1O)C(Cl)(Cl)Cl (stereo not given) | 2.5 | -4.5 | 0.1 | -2.0 | 6.1 | 5.6 | 1.2 | 6.4 | i | -5.7
CCOC(=O)C(O)(c1ccc(N(CC)S(=O)(=O)c2ccc(C)cc2)cc1)C(F)(F)F (stereo not given) | -4.7 | -5.9 | -3.8 | 2.0 | -12.3 | 10.6 | -4.1 | -2.8 | i | 2.0

# The main list resumes, starting 3 compounds before the break.
SMILES,DNMT1 block,MT1-MMP act inh,STEP block,LMPTP inh,NadD inh,SKN-1 inh,CendR NRP1 mod,Scp1 inh,Rpn11 inh,SUMO1-SIM PPI
Cc1cccc(-c2nc3ccccc3c(=O)n2-n2cccc2)c1,0.6,-2.8,-1.9,0.2,-0.6,9.5,-7.1,-2.2,i,-5.3
O=C(CF)NC(NC(=S)Nc1ccccc1O)C(Cl)(Cl)Cl (stereo not given),2.5,-4.5,0.1,-2.0,6.1,5.6,1.2,6.4,i,-5.7
CCOC(=O)C(O)(c1ccc(N(CC)S(=O)(=O)c2ccc(C)cc2)cc1)C(F)(F)F (stereo not given),-4.7,-5.9,-3.8,2.0,-12.3,10.6,-4.1,-2.8,i,2.0
CN(C)C(=O)Oc1cccc(NC(=O)N2CCOCC2)c1,-2.1,4.6,1.0,-1.7,-1.4,-7.2,-5.9,0.8,i,-2.5
CN(CCOc1ccc(C=C2C(=O)NC(=O)NC2=O)cc1)c1ccccn1,-2.6,1.2,0.6,21.8,6.2,-2.4,-36.0,1.0,i,2.4
CCOC(=O)c1cc2c(cn1)[nH]c1ccccc12,5.4,6.6,-1.3,0.3,-5.9,9.2,-6.9,1.3,i,8.5
COC(=O)C1=C(c2ccccc2OCc2ccccc2)C[C@@H]2CC[C@H]1N2C(=O)NCCCOC(C)C,-1.7,-3.7,-0.7,0.1,-0.2,-3.0,6.8,-8.2,i,1.1
COc1ccc(N=Cc2c(O)n(C)c(=O)n(C)c2=O)cc1,-0.8,0.2,-1.0,-0.2,-0.2,1.9,6.3,-3.4,i,-18.7
CCOCN(C(=O)CCl)c1c(C)cccc1CC,0.8,0.6,-1.1,-0.1,-4.2,-5.4,0.1,-4.8,i,5.5
CCC1(C)CN(S(=O)(=O)OCC(Cl)(Cl)Cl)C(=O)N1 (stereo not given),1.2,-1.7,1.0,-1.7,-7.8,5.3,6.8,-2.3,i,4.7
CCC1CN1P(=S)(N1CC1CC)N1CC1CC (stereo not given),8.5,-7.7,-5.5,0.5,-1.4,10.2,1.5,-8.1,i,6.3
O=C(Cc1cccs1)N1Cc2ccccc2-n2nncc2C1,37.2,0.1,4.5,19.9,-3.3,-3.4,-42.7,x,i,2.8
COP(=O)(OC)C1(O)C(=O)Nc2ccc(Br)cc21 (stereo not given),6.8,-9.0,-2.8,0.0,-0.8,0.1,2.8,-5.7,i,-0.7
O=C1CCN(C(=O)CCCn2c(=O)oc3ccccc32)CC1,4.3,-0.3,0.9,-0.2,-1.3,-4.7,-4.3,-0.7,i,3.3
O=c1[nH]c(=O)n(-c2ccccc2)c(O)c1/C=C1/C(c2ccccc2)=Nc2ccccc21,11.4,-3.8,1.8,1.0,11.0,35.6*,-26.1,-11.7,i,4.3

# Rewritten as labelled records: entries from further up
SMILES: COP(=O)(OC)C1(O)C(=O)Nc2ccc(Br)cc21 (stereo not given)
  DNMT1 block: 6.8
  MT1-MMP act inh: -9.0
  STEP block: -2.8
  LMPTP inh: 0.0
  NadD inh: -0.8
  SKN-1 inh: 0.1
  CendR NRP1 mod: 2.8
  Scp1 inh: -5.7
  Rpn11 inh: i
  SUMO1-SIM PPI: -0.7
SMILES: O=C1CCN(C(=O)CCCn2c(=O)oc3ccccc32)CC1
  DNMT1 block: 4.3
  MT1-MMP act inh: -0.3
  STEP block: 0.9
  LMPTP inh: -0.2
  NadD inh: -1.3
  SKN-1 inh: -4.7
  CendR NRP1 mod: -4.3
  Scp1 inh: -0.7
  Rpn11 inh: i
  SUMO1-SIM PPI: 3.3

# Going on with the list.
SMILES,DNMT1 block,MT1-MMP act inh,STEP block,LMPTP inh,NadD inh,SKN-1 inh,CendR NRP1 mod,Scp1 inh,Rpn11 inh,SUMO1-SIM PPI
Cc1nc2cc(F)ccc2n1C1CCN(Cc2nnnn2CCc2ccccc2)CC1,-4.6,0.8,1.0,-0.8,6.1,-5.5,7.6,-1.9,i,-1.8
NP(=O)(OCCCc1ccccc1)Oc1ccccc1 (stereo not given),2.9,4.6,2.3,-0.6,-0.5,9.2,1.9,6.4,i,3.4
CCN1CCN(C(c2cccs2)C(C)NC(=O)Oc2ccccc2)CC1 (stereo not given),2.9,-0.5,-1.9,-0.5,0.8,2.1,8.9,-1.2,i,-0.3
CCOc1ccccc1Oc1coc2cc(OC(=O)N(C)C)ccc2c1=O,3.0,-2.3,-0.8,-0.3,-4.1,6.0,4.5,-7.7,i,2.1
O=C1NC(=O)C(=Cc2csc3ccccc23)C(=O)N1,-5.0,2.5,-1.1,-1.7,9.0,-17.4,-2.5,25.1,i,-0.4

# Bioassay records (PubChem)
